Screening results as filed in PubChem BioAssay.
G9a inh: blocks human histone lysine methyltransferase G9a. Q96KQ7. G9a H3K9 monomethylation, AlphaScreen, 2 h. Potency, µM (doses to about 102 µM), without a hit: top-dose activity, negative = inhibition, actives largely listed as inhibitors. 8.8% of 350,000 active. AID 504332; note: % is set by controls: 0 for no effect and ±100 for the full control effect; nearly all actives have a fitted effect of over 75% in size
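Using a bead-based AlphaScreen, monomethylated H3K9 product from 2 h room-temperature reactions (G9a 20 nM, peptide 500 nM, SAM 20 uM) was detected with 0.5 ug/mL rabbit anti-H3K9me1 antibody.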
POLH inh: inhibitors of human DNA polymerase eta; recombinant Pol eta, fluorescent DNA replication assay; 1.2% of 390,000 active; Potency, µM (top dose mostly 114 µM), for inactives: at the highest dose activity change, negative = inhibition, most hits filed as inhibitors; Q9Y253; note: % is set by controls: 0 for no effect and ±100 for the full control effect
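Pol eta (10 nM) was preincubated with compounds for 15 min at room temperature, after which fluorescent replication substrate (50 nM final) was added to start the reaction. Fluorescence was read kinetically at 0 and 10 min.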
POLB inh: blocks human DNA polymerase beta activity; 1.3% of 340,000 active; Pol beta primer extension/strand displacement, fluorescence kinetic; AID 485314; Potency, µM (highest dose often 114 µM), for inactives: at the highest dose activity change, negative = inhibition, hits mostly inhibitors; note: % is set by controls: 0 for no effect and ±100 for the full control effect
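Preincubation: enzyme (10 nM) with compound, 15 min, RT. Reaction: substrate added to 50 nM final. Reads: 0 and 10 min. Analysis: normalized, Hill fit.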
Pol kappa inh: inhibitors of human DNA polymerase kappa; 0.53% of 400,000 active; Potency, µM (series often up to 107 µM), for inactives: at the highest dose activity, negative = inhibition, most hits filed as inhibitors; Q9UBT6; purified Pol kappa, fluorescent DNA synthesis assay, 10 min; note: % is set by controls: 0 for no effect and ±100 for the full control effect
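50 nM final substrate added after 15 min RT preincubation of 10 nM Pol kappa with compound; fluorescence read at 0 and 10 min.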
BLM helicase inh: inhibitors of human Bloom syndrome helicase BLM | Potency, µM (highest dose often 56.1 µM), for inactives: at the top dose activity change, negative = inhibition, most hits filed as inhibitors | 0.2% of 350,000 active | recombinant BLM DNA unwinding, fluorescence dequenching;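 note: plate controls were vehicle for no effect and no enzyme for full effect; nearly all actives have a fitted effect of over 35% in size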
BAZ2B inh: blocks human BAZ2B; AlphaScreen BAZ2B-H3K14Ac peptide displacement; Potency, µM (top dose mostly 114 µM), for inactives: top-dose activity change, negative = inhibition, hits mostly inhibitors; 4.4% of 360,000 active; note: % is set by controls: 0 for no effect and ±100 for the full control effect; nearly all actives have a fitted effect of over 60% in size
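Complex of BAZ2B and biotin-H3K14Ac (50 nM apiece) forms over 30 min at RT, then faces library compounds up to 110 uM for another 30 min; AlphaScreen beads added, 20 min dark incubation, luminescence read.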
JMJD2A Tudor: JMJD2A Tudor domain (human) inhibition. O75164. AlphaScreen JMJD2A-Tudor / H3K4me3 peptide binding. Potency, µM (titrated, usually from 114 µM), for the others: at the highest dose activity change, negative = inhibition, actives largely listed as inhibitors. 4.4% of 390,000 active. AID 504339; note: % is set by controls: 0 for no effect and ±100 for the full control effect; nearly all actives have a fitted effect of over 50% in size
APEX1 inh: inhibitors of human APE1 endonuclease | recombinant APE1, TAMRA/BHQ-2 abasic DNA cleavage fluorescence | Potency, µM (titrated, usually from 65.8 µM), inactives show top-dose activity change, negative = inhibition, most hits filed as inhibitors | AID 2517 | 0.35% of 350,000 active | P27695;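 note: plate controls were vehicle for no effect and reference inhibitor for full effect; nearly all actives have a fitted effect of over 55% in size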
Target sequence (P27695 whole entry, looked up): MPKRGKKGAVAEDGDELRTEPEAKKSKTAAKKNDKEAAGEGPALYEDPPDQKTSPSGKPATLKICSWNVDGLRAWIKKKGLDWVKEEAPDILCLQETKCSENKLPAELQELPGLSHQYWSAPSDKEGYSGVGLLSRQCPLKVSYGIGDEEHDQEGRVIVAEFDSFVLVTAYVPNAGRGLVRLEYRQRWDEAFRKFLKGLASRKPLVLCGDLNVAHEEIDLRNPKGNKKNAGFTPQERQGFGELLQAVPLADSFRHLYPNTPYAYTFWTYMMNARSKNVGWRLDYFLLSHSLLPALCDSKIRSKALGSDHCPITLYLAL
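Step 1: APE1 (0.75 nM) with compound, 15 min RT. Step 2: add 50 nM fluorophore/quencher THF duplex. Step 3: three fluorescence reads 60 s apart (525/598 nm); read 3 minus read 1 = reaction progress.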
POLI inh: blocks human DNA polymerase iota activity | Q9UNA4 | Pol iota fluorescent replication assay, 10 min | Potency, µM (doses to about 115 µM), for inactives: at the highest dose activity, negative = inhibition, most hits filed as inhibitors | 1% of 390,000 active | AID 588590
Target sequence (Q9UNA4 whole entry, looked up): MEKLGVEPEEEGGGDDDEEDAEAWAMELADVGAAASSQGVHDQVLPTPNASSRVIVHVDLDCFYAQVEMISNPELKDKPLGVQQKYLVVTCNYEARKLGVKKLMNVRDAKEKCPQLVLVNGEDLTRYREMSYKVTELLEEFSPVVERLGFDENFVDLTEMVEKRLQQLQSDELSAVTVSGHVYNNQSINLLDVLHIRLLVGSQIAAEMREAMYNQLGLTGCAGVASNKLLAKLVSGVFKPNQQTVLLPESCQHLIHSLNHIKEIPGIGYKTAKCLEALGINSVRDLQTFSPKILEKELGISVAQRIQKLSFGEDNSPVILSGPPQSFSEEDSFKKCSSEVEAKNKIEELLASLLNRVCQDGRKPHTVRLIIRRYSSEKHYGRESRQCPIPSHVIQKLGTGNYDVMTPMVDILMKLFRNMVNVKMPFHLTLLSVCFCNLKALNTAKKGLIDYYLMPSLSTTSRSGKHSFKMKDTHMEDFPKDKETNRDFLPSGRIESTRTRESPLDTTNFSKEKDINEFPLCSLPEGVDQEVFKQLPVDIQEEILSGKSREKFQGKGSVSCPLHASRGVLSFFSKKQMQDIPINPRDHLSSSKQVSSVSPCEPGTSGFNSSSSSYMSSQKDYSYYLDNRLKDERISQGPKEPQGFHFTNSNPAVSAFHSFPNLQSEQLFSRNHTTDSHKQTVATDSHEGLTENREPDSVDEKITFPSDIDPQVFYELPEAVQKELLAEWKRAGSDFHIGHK
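Pol iota at 10 nM preincubated 15 min with compounds at room temperature; reaction started with fluorescent substrate, 50 nM final. Fluorescence read kinetically at 0 and 10 min; buffer-only wells as negative control.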
Numbers without * were called inactive; u = inconclusive; x = not tested or not shown; & = joins results of further samples; [ ] = dose if it differs, or a comment. Calls come from the whole dose curve; as a rule, active = well fitted curve in the direction sought with a large enough effect; inconclusive = small, poorly fitted or top-dose-only effect, or another doubt; inactive = no such curve, though single readings can be large; an effect the other way counts as inactive or inconclusive. Potency is the fitted concentration of half-maximal effect.

1) CC1CCCCN1C(=O)Cn1c(=O)oc2cc(S(=O)(=O)N3CCCC3)ccc21 (stereo unspecified)
2) CN(C)c1nc(C(N)=O)nc(N2CCOCC2)n1
3) Cc1ccc(NC(C#N)c2ccccc2OCc2ccccc2)cc1 (stereo unspecified)
4) CCCN(CC(=O)Nc1cc(Cl)ccc1Cl)C(=O)/C=C/c1ccco1
5) CC(=O)C1=C(O)CC(c2ccccc2)CC1=NCCc1c(C)[nH]c2ccc(C)cc12 (stereo unspecified)
6) CN1CCN(c2ccccc2NC(=O)C(Cc2ccccc2)n2cccc2)CC1 (stereo unspecified)
7) COc1ccc(N(CC(=O)Nc2ccc(S(=O)(=O)N3CCOCC3)cc2)S(=O)(=O)c2ccc(F)cc2)cc1
8) CCc1ccccc1NC(=O)c1ccc(CN2C(=O)CCn3nc(C)cc32)cc1
assay / entry	1	2	3	4	5	6	7	8
G9a inh	u	-3%	x	u	6%	8%[59 µM]	-48%[59 µM]	u
POLH inh	-10%	6%	-20%	-18%	-9%	-25%	-15%	-14%
POLB inh	u	-2%	-2%	0%	4%	30%	-4%	-1%
Pol kappa inh	12%	-2%	0%	-4%	-6%	-5%	0%	8%
BLM helicase inh	-2%	-4%	-5%	-13%	2%	-12%	-10%	0%
BAZ2B inh	u	-6%	52%[activator]	u	0%	-38%	-9%	1%
JMJD2A Tudor	-8%	-15%	25%	-3%	u	u	-21%[57.1 µM]	-6%
APEX1 inh	38%[activator]	0%	-7%	7%	u	-4%	-6%	x
POLI inh	-2%	4%	20%	-7%	-16%	-20%	17%	38%[activator]

Shown with values under each structure: 2 of the compounds above
Results follow in this order: G9a inh	POLH inh	POLB inh	Pol kappa inh	BLM helicase inh	BAZ2B inh	JMJD2A Tudor	APEX1 inh	POLI inh
[2] CN(C)c1nc(C(N)=O)nc(N2CCOCC2)n1
→ -3%	6%	-2%	-2%	-4%	-6%	-15%	0%	4%
[4] CCCN(CC(=O)Nc1cc(Cl)ccc1Cl)C(=O)/C=C/c1ccco1
→ u	-18%	0%	-4%	-13%	u	-3%	7%	-7%

Next records follow:
9) O=C(OC1CCCCC1=O)c1cc(=O)c2ccccc2o1 (stereo unspecified)
10) CC(NC(=O)CSCc1ccccc1Br)c1ccccc1 (stereo unspecified)
11) CN(CCO)c1ccc(-c2n[nH]c(=O)c3ccccc23)cc1[N+](=O)[O-]
12) CCOC(=O)C1(CC2CCCCO2)CCN(Cc2cc(F)ccc2-n2cccn2)CC1 (stereo unspecified)
13) COc1cccc(-c2cc(N)nn2C(=O)Nc2ccc(Cl)cc2)c1
14) COc1ccc(OC)c(/C=N/NC(=O)CC(=O)NCc2ccccc2)c1
15) O=C(c1ccc2c(=O)n(C3CCCC3)c(=S)[nH]c2c1)N1CCCCCC1
16) CN(C(=O)C1CCC(=O)N(C2CC2)C1)C1CCCCC1 (stereo unspecified)
assay / entry	9	10	11	12	13	14	15	16
G9a inh	-9%[12.7 µM]	-12%[59 µM]	21%	-48%	13%[59 µM]	13%	63%[activator][59 µM]	71%[activator]
POLH inh	4%	-5%	-1%	-18%	-6%	-4%	-23%	-10%
POLB inh	u	13%	-3%	-3%	0%	18%	9%	-1%
Pol kappa inh	-5%	-12%	-5%	-10%	-8%	14%	-1%	6%
BLM helicase inh	-3%	-1%	-2%	-6%	-4%	-1%	-9%	-2%
BAZ2B inh	-9%	2%	-5%	-24%	-13%	-2%	-13%	7%
JMJD2A Tudor	-4%	-4%	-14%	-1%	u	12%	-12%	3%
APEX1 inh	0%	2%	-15%	6%	13%	4%	16%	15%
POLI inh	18%	19%	4%	20%	-7%	7%	89%[activator]	28%

17) Cc1ccccc1NC(=O)CSc1nc2scc(C)c2c(=O)[nH]1
18) CCCn1c(SCC(=O)N2CCN(C(C)=O)CC2)nc2sc3c(c2c1=O)CCC3
19) O=c1oc2ccc3ccccc3c2c2c1SC(C(F)(F)F)C2 (stereo unspecified)
20) O=C(Nc1nc(-c2ccc(F)c(F)c2)cs1)c1cnccn1
21) CCOc1ccccc1NC(=O)COc1coc(CN2CCCc3ccccc32)cc1=O
22) O=C(Nc1cccs1)Nc1ccccc1Cl
23) COc1ccc(/C=C/c2nc(S(=O)(=O)c3ccccc3)c(NCCCN(C)C)o2)cc1OC
24) CC(=O)NC(=S)NNC(=O)COc1ccc(Br)cc1
assay / entry	17	18	19	20	21	22	23	24
G9a inh	-8%	71µM*	5%[59 µM]	26%[12.7 µM]	50µM*	u	79µM*	1.8µM*
POLH inh	-3%	-1%	u	0%	-9%	-2%	-22%	1%
POLB inh	-17%	1%	1%	-24%	x	-17%	-26%	31%
Pol kappa inh	2%	-12%	-1%	-11%	-13%	-20%	11%	14%
BLM helicase inh	-5%	-3%	-7%	-2%	x	-9%	-3%	-1%
BAZ2B inh	-7%	-15%	10%	u	u	-8%	-6%	9%
JMJD2A Tudor	-5%	-32%	2%	-3%	u	-17%	-8%	25µM*
APEX1 inh	10%	31%	1%	1%	-10%	-3%	12%	17%
POLI inh	20%	-20%	6%	4%	9%	1%	12%	u

25) COc1ccccc1OCCNC(=O)c1ccc(Br)cc1
26) CCn1nc(C)cc1C(=O)N1CCCC(N2CCN(c3cccc(Cl)c3)CC2)C1 (stereo unspecified)
27) CN1CCN(C2=C(Cl)C(=O)N(Cc3ccccc3)C2=O)CC1
28) COc1ccc(CCNC(=O)CCn2c(=O)c3cccn3c3ccc(F)cc32)cc1OC
29) Nc1[nH]n(-c2ccccc2)c(=O)c1N=Nc1ccc2ncsc2c1
30) O=C(Nc1sc2c(c1-c1nc3ccccc3[nH]1)CCCC2)C1CCCC1
31) CCC1CCCCN1c1nc2c(C=O)c(C)nn2c2ccccc12 (stereo unspecified)
32) CN1CCN(c2ccc(NC(=O)c3ccc([N+](=O)[O-])o3)cc2Cl)CC1
assay / entry	25	26	27	28	29	30	31	32
G9a inh	3%[2.33 µM]	-11%	17%[59 µM]	-8%[59 µM]	x	u	203%[activator]	-5%
POLH inh	-5%	x	7%	-15%	16%	-15%	-4%	-12%
POLB inh	53%	-26%	18%	69%	u	3%	15%	24%
Pol kappa inh	-2%	x	-11%	1%	-10%	1%	-8%	-8%
BLM helicase inh	-2%	-1%	0%	-3%	-8%	-7%	2%	3%
BAZ2B inh	15%	-16%	8%	-20%	u	5%	111%[activator]	3%
JMJD2A Tudor	-5%	x	-21%	-10%	-21%[11.4 µM]	-8%	107%[activator]	-12%
APEX1 inh	-9%	5%	4%	x	4%	u	1%	9%
POLI inh	6%	x	22%	-6%	u	29%	43%[activator]	-24%

Part of the list above, with values under each structure.
Under each structure – G9a inh, POLH inh, POLB inh, Pol kappa inh, BLM helicase inh, BAZ2B inh, JMJD2A Tudor, APEX1 inh, POLI inh
#30 O=C(Nc1sc2c(c1-c1nc3ccccc3[nH]1)CCCC2)C1CCCC1
 : u, -15%, 3%, 1%, -7%, 5%, -8%, u, 29%
#25 COc1ccccc1OCCNC(=O)c1ccc(Br)cc1
 : 3%[2.33 µM], -5%, 53%, -2%, -2%, 15%, -5%, -9%, 6%

Further entries.
33) COc1ccccc1CNC(=O)CN1c2cccc3cccc(c23)S1(=O)=O
34) O=c1[nH]c2cc3c(cc2cc1CN(CCc1ccccc1)C(=S)NCCCN1CCOCC1)OCCO3
35) OC1(c2ccc(Cl)cc2)CCN(Cc2cn[nH]c2-c2ccc(F)cc2)CC1
36) COc1ccc(N(C=O)C(=S)SC)cc1
37) CCOC(=O)COC(=O)c1ccc(Oc2cc(C)nc(SC)n2)cc1
38) Cc1ccc(NC(=O)n2ncc3c(C)cccc32)c(C)c1
39) Cc1onc(-c2c(Cl)cccc2Cl)c1NC(=O)N(C)N
40) O=C(NO)c1ccc(C(=O)N(C2CCCCC2)C2CCCCC2)cc1
assay / entry	33	34	35	36	37	38	39	40
G9a inh	16%[12.7 µM]	x	u	u	29%[59 µM]	-21%	17%	21%
POLH inh	-19%	u	-11%	0%	-2%	-10%&-14%	-20%	-13%
POLB inh	x	x	2%	9%	-10%	4%&3%	-17%	23%
Pol kappa inh	-6%	-1%	2%	-1%	-6%	4%&6%	0%	3%
BLM helicase inh	x	x	8%	-2%	-5%	-1%&-3%	-2%	-2%
BAZ2B inh	11%	x	-17%	-9%	51%[activator]	-9%&-9%	-11%	2%
JMJD2A Tudor	7%	-4%[11.4 µM]	-8%	6%	20%	4%&1%	6%	u
APEX1 inh	-3%	x	-10%	0%	-2%	25%	-4%	-1%
POLI inh	29%	23%	-22%	14%	26%	-19%&32%	3%	7%

41) O=C(COC(=O)c1ccncc1)NC(=O)C1CCCCC1
42) Cc1ccc(S(=O)(=O)NCc2cn3c(C)csc3n2)cc1
43) CCN(C(=O)CSc1nc(C)cc(=O)[nH]1)C1CCCCC1
44) Cc1cc(C)n2ncc(C(=O)Nc3ccc(Cl)c(Cl)c3)c2n1
45) CCOc1ccc(-n2c(=S)sc3c(=O)n(-c4ccccc4)c(SC)nc32)cc1
46) Cc1sc2ncn(CC(=O)N3CCC(C(N)=O)CC3)c(=O)c2c1S(=O)(=O)N1CC(C)CC(C)C1 (stereo unspecified)
47) CNC(=O)CN(c1cc(C)ccc1C)S(C)(=O)=O
48) CCc1ccc(S(=O)(=O)c2cn(C)c3cc(N4CCC(C)CC4)c(F)cc3c2=O)cc1
assay / entry	41	42	43	44	45	46	47	48
G9a inh	11%[12.7 µM]	u	x	40µM*	19%	-1%	-13%[59 µM]	2%[59 µM]
POLH inh	-8%	-10%	-19%	-14%	2%	-98%	-9%	-15%
POLB inh	21%	8%	x	u	2%	25%	-14%	12%
Pol kappa inh	-3%	6%	1%	-35%	-18%	u	10%	1%
BLM helicase inh	-3%	-1%	x	-6%	-7%	0%	0%	1%
BAZ2B inh	6%	2%	x	-11%	-12%	3%	-1%	0%
JMJD2A Tudor	-15%	4%	-7%	-25%	-27%	100µM*	-9%	-2%
APEX1 inh	-4%	0%	19%	7%	-4%	12%	-2%	x
POLI inh	29%	-6%	-12%	55%[activator]	6%	u	14%	15%

One compound at a time (already shown). Order of values: G9a inh | POLH inh | POLB inh | Pol kappa inh | BLM helicase inh | BAZ2B inh | JMJD2A Tudor | APEX1 inh | POLI inh
CNC(=O)CN(c1cc(C)ccc1C)S(C)(=O)=O is listed as -13%[59 µM] | -9% | -14% | 10% | 0% | -1% | -9% | -2% | 14%
Cc1ccc(S(=O)(=O)NCc2cn3c(C)csc3n2)cc1 is listed as u | -10% | 8% | 6% | -1% | 2% | 4% | 0% | -6%

Only part of the results is shown; rates above refer to the full screens.
